Assay outcomes (PubChem BioAssay)
PglD DTNB: C. jejuni PglD acetyltransferase inhibitors, primary screen, biochemical, DTNB colorimetric, single point | purified PglD enzyme, DTNB colorimetric CoA detection | inhibition, % at 12.5 µM | hit rate 0.098% among 360,000; in the data active = inhibition above about 16%, passing the limit was not always enough; inconclusive = no clear call, values can overlap the other calls; also: strong numbers were not always called active
RAD54 branch: inhibitors of human RAD54 branch migration, primary screen, biochemical, fluorescence, single point; DNA repair and recombination protein RAD54-like (Homo sapiens), Q92698; RAD54 Holliday junction branch migration, FAM/BHQ fluorescence; inhibition, % at 10.4 µM; hit rate 0.14% among 360,000; AID 602329, 2012;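 active = mean normalized replicate activity at least 40 and at least half of replicates scoring 40 or more; inconclusive = only one of the two criteria met; inactive = mean below 40 and under half of replicates reaching 40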;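 also: 0% = median of neutral control wells and 100% = median of positive control wells; inhibitors cause a drop in the FAM fluorescence signal; in these data hits start at about 50%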
ARNT TACC3 PPI: disruptors of ARNT/TACC3 protein interaction, primary screen, biochemical, AlphaScreen, single concentration | inhibition, % at 9.99 µM | hit rate 0.66% among 390,000 | AlphaScreen His-ARNT PAS-B/GST-TACC3 binding, luminescence; TACC3 fragment carries E629A point mutation;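 active = mean inhibition of replicates at least 50% and at least half of replicates each reaching 50%; inconclusive = half or more replicates reach 50% but mean below 50%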;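 also: 0% = complete ARNT plus TACC3 wells and 100% = ARNT alone without TACC3; many hits fall short of the cut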
E-selectin induc: E-selectin induction in HUVECs, primary screen, imaging, HUVEC, immunofluorescence imaging, single point; AID 686992, 2013; activation, % at 7.58 µM; normalized: neutral wells 0, TNF-alpha wells 100; hit rate 0.37% among 260,000; P16581;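 active = mean E-selectin-positive cell signal at least 10% of the positive control, reached in at least 60% of replicates, without over 20% cell loss; inconclusive = no rule given, readout overlaps actives, possibly toxicity-flagged; inactive = the rest, including those meeting only one limit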;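 also: in these data hits start at about 27%; measured in HUVEC primary endothelial cells; signal is the percent of cells scored E-selectin positive by PE staining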
Target sequence (P16581 whole entry, looked up): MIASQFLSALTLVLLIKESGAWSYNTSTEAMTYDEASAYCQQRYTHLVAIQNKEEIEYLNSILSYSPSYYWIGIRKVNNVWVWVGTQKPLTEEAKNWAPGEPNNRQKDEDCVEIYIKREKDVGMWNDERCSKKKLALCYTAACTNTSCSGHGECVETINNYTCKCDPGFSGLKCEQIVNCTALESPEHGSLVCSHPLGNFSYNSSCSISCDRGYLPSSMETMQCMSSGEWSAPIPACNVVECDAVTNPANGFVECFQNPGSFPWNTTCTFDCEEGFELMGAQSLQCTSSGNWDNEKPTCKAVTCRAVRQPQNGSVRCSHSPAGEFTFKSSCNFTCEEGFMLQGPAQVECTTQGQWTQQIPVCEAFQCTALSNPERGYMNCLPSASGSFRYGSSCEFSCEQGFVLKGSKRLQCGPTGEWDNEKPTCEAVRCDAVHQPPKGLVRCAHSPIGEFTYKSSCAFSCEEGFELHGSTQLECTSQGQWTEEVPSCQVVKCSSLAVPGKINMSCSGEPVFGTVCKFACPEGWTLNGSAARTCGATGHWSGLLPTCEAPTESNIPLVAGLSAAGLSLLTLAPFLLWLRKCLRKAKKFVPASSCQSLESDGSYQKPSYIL
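Test system: HUVEC; input: 3,000 HUVEC/well; measured by: immunofluorescence imaging; read-out: % PE-positive cells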
RAD52 anneal inh: RAD52 DNA annealing inhibitors, primary screen, biochemical, FRET, single point, set 2; inhibition, % at 18.7 µM; AID 651710, 2012; recombinant RAD52 DNA annealing, FRET fluorescence; DNA repair protein RAD52 homolog (Homo sapiens), P43351; hit rate 0.46% among 360,000;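 active = every replicate showing at least 50% inhibition; inconclusive = mean inhibition at least 50% but not in every replicate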
ERp5 inh: inhibitors of ERp5-driven insulin aggregation, primary screen, biochemical, turbidity, absorbance 650 nm, single point | inhibition, % at 9.99 µM | 90 min | AID 651711, 2012 | hit rate 0.05% among 350,000 | Protein disulfide-isomerase A6 (Homo sapiens), Q15084;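 active = mean replicate inhibition above about 25%, with every replicate also reaching it, limit read from the data, passing the limit was not always enough; inconclusive = only one of those two criteria met; inactive = neither criterion met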
Target sequence (Q15084 whole entry, looked up): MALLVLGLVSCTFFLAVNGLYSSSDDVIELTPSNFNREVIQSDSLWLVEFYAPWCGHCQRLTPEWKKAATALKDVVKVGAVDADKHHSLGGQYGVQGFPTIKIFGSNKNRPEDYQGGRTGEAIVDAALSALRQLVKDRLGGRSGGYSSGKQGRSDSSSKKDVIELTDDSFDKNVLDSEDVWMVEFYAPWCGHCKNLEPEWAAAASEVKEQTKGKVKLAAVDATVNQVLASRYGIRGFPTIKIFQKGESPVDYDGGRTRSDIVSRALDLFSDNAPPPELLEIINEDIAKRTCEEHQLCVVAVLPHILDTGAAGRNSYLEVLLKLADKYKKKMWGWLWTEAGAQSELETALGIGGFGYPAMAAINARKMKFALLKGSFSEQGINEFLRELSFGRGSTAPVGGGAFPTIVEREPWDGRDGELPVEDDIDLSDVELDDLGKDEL
esBAF inh: Bmi1 luciferase reporter increase in mESCs, primary screen, esBAF inhibitor project, mouse ES cells, Bmi1 luciferase knock-in, single point; 24 h; 100% = twice the neutral-well signal; reporter increase, % at 12.5 µM; hit rate 2% among 350,000; AID 602393, 2012; in the data active = activation above about 40%; inconclusive = no clear call, values can overlap the other calls;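 also: 0% = median of the plate's neutral control wells and 100% = double that signal; a rise in the Bmi1 reporter signal indicates esBAF inhibition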
CASP6 VEID inh: human caspase-6 inhibitors, primary screen, biochemical, VEID-R110 fluorescence, single point, set 2; P55212; purified caspase-6, Z-VEID-R110 cleavage fluorescence; inhibition, % at 12.5 µM; hit rate 0.53% among 350,000; AID 686996, 2013;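 active = mean inhibition across replicates at least about 35%, with every replicate also reaching that limit, limit read from the data; inconclusive = only one of the two criteria met; inactive = neither criterion met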;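 also: 0% = median of neutral control wells and 100% = no fluorescence left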
* marks the source's active call; other numbers are inactive results; ? = inconclusive; nt = not tested or not shown.

entry	smiles	PglD DTNB	RAD54 branch	ARNT TACC3 PPI	E-selectin induc	RAD52 anneal inh	ERp5 inh	esBAF inh	CASP6 VEID inh
1	C[C@@H]1CN([C@H](C)CO)C(=O)c2cc(NS(=O)(=O)c3ccc(F)cc3)ccc2O[C@H]1CN(C)C(=O)Nc1ccccc1	-4	-2	-2	-0.1	-4	-4	3	2
2	COc1cccc(/C=C/c2ccc3cccc(O)c3n2)c1OC	-3	9	11	0.3	-10	1	69*	-1
3	C[C@@H]1CN([C@@H](C)CO)C(=O)CCCn2cc(nn2)CO[C@@H]1CN(C)CC1CCCCC1	0	-3	-4	0.2	-4	-6	-4	-2
4	Cc1cccc(C)c1-n1ncc(C(=O)NC2CCCC2)c1C1CCNCC1	-4	-4	4	nt	2	nt	-1	-2
5	Nc1[nH]c(C(=O)c2ccccc2)c(-c2ccc3ccccc3c2)c1C(=O)NC1CC1	nt	nt	nt	-0.4	-8	4	nt	-2
6	COc1cccc(/C=N/NC(=O)c2c(C)nc3ccc(Br)cn23)c1	-3	-2	1	-1.7	-15	3	9	-2
7	O=C1c2ccccc2C(O)N1CCN1CCOCC1 (centres undefined)	1	1	-7	-0.3	-6	-1	-12	0
8	Cc1cc(/C=C2\C(=N)N3N=C(CC(=O)N4CCOCC4)SC3=NC2=O)c(C)n1-c1ccccc1	-2	-5	-17	nt	-37	1	7	9
9	C[C@@H]1CN([C@@H](C)CO)C(=O)c2cc(NS(C)(=O)=O)ccc2O[C@@H]1CN(C)Cc1ccc(-c2ccccc2)cc1	2	-32	6	0.3	10	2	-3	1
10	CN(C)c1nc(=NCc2ccco2)ss1	9	5	13	nt	nt	nt	-6	nt
11	CO[C@H]1CN(C)C(=O)c2ccc(NC(=O)c3ccccc3)cc2OC[C@H](C)N(C(=O)C2CC2)C[C@@H]1C	nt	nt	nt	?	3	-3	nt	-2
12	COc1ccc(-c2csc(N(CCCN3CCOCC3)C(=O)CCl)n2)cc1	-6	4	-1	nt	27	3	-2	-7
13	CCCCCC(=O)N1C[C@@H](O)[C@H](n2cc(-c3ccc(F)cc3)nn2)C[C@@H]1c1ccc(C)cc1	nt	nt	nt	-3.9	-8	-4	-11	2
14	C[C@H]1CN([C@@H](C)CO)C(=O)c2cc(NC(=O)Nc3cccc4ccccc34)ccc2O[C@H]1CN(C)S(C)(=O)=O	-2	-1	-2	nt	-7	6	2	3
15	CCN1[C@@H]2Cn3c(ccc(-c4cccnc4)c3=O)[C@H]1[C@@H](C(=O)NC1CCCCC1)[C@@H]2CO	1	2	-9	-0.1	-6	-3	-4	-3
16	CSc1ccc(S(=O)(=O)NCC(=O)OCC(=O)NCCc2ccccc2)cc1[N+](=O)[O-]	3	-8	-3	nt	-2	0	-6	6
17	CCC(C)(C)NC(=O)C(c1ccc(O)cc1)N(Cc1ccco1)C(=O)CCC(=O)Nc1ccccn1 (centres undefined)	16	7	-1	0.3	-14	0	-6	nt
18	COC(=O)c1ccc(N/C=C/C(=O)c2ccccc2)cc1	6	-1	-5	nt	-6	3	-16	-3
19	CCOc1ccc(NC(=O)CCC(=O)N/N=C2\CCCc3ccccc32)cc1	-6	12	-43	nt	-10	-2	-2	0
20	COc1ccc(N2CCN(C(=O)COC(=O)c3cccc(S(=O)(=O)Nc4ccccc4OC)c3)CC2)cc1	-7	-14	2	nt	-8	5	3	0
21	Cn1c(C(=O)N[C@@H](Cc2ccccc2)C(=O)NCCC(=O)O)cc2cc(Cl)ccc21	0	-4	18	0.2	-20	0	-8	10
22	O=C(CCCNc1ccccc1)N/N=C/c1cccs1	nt	nt	4	nt	-10	-6	nt	1
23	COc1ccc(NC(=O)N2CC(=O)N3[C@H](C2)[C@@H](c2ccc(/C=C/c4ccccc4)cc2)[C@@H]3CO)cc1	nt	nt	nt	-0.7	-11	-2	nt	0
24	O=C(Nc1ccccc1)c1ccccc1NS(=O)(=O)c1ccc(Cl)s1	11	-3	-28	nt	nt	nt	-17	nt
25	O=C(Nc1ccc(Cl)cc1)OCCn1nnnc1C(c1ccccc1Cl)N1CCOCC1 (centres undefined)	0	-4	-6	nt	nt	nt	-8	nt
26	CCOC(=O)CN(C(=O)COc1nc(C)cc(C)c1C#N)c1ccc(F)cc1	nt	nt	-1	0.2	-8	2	nt	10
27	CCN1CCN(C(=O)CN(C)S(=O)(=O)c2ccc(OC)c(C)c2)CC1	-2	-4	0	nt	nt	nt	0	nt
28	CN(CCC#N)C(=S)Nc1ccc(F)cc1	3	-2	-6	-0.2	-7	4	nt	-1
29	CCn1c(NCc2cc(Cl)ccc2O)nc2ccccc21	6	2	-3	nt	-3	-3	-3	-1
30	C=CCn1c(=S)[nH]c2sc3c(c2c1=O)CCC3	0	-11	-2	nt	nt	nt	-13	nt
31	CCOC(=O)c1ccccc1NC(=O)COC(=O)CCCOc1ccccc1	nt	nt	nt	0.3	-7	-1	nt	3
32	C[C@H]1CN([C@@H](C)CO)C(=O)Cc2cc(NC(=O)Cc3ccccc3)ccc2O[C@H]1CN(C)Cc1ccc(C(F)(F)F)cc1	0	0	5	0.3	-8	-2	1	-4
33	COc1ccc(NC(=O)N[C@@H]2C=C[C@@H](CC(=O)NC3CCCCC3)O[C@H]2CO)cc1	-1	4	-5	-0.1	8	-2	-5	1
34	COc1ccc(/C=C(/NC(=O)c2ccc(OC)c(OC)c2)C(=O)NCCc2c[nH]c3ccccc23)cc1	6	5	-7	nt	-8	-6	nt	-5
35	Cc1nc(N)c2c(Cc3cccc4ccccc34)nn(C(C)(C)C)c2n1	-3	-7	1	1.7	-12	0	-25	-6
36	C=CCn1c(SCc2c(F)cccc2Cl)nnc1-c1ccco1	-1	-7	0	nt	nt	nt	25	nt
37	Cc1ccc(-c2cnc3c(c2)C(=O)N([C@@H](C)CO)C[C@H](C)[C@@H](CN(C)CC2CCOCC2)O3)cc1	-1	3	-3	0.0	5	1	1	-4
38	COc1cc(C(=O)NCCC(=O)N2CCCCC2)cc(OC)c1OC	-3	2	-2	0.0	-8	1	-3	-2
39	CCCCOC(=O)C1CN(c2ccccc2)N=C1C(C)=O (centres undefined)	nt	nt	1	-0.7	-3	-3	nt	-4
40	COc1ccc(NC(=S)NC(=O)C2CCCCC2)cc1	-3	1	-2	0.1	-9	3	36	-2
41	Cc1cc(N2CCN(CC(C)(C)O)C[C@H]2C)ccc1N1CCN(CC(C)(C)O)[C@H](C)C1	nt	nt	nt	-0.1	-4	4	nt	-4
42	COc1cc(C(=O)OCC(=O)NCc2ccco2)cc(OC)c1OC	9	-5	6	nt	nt	nt	-8	nt
43	CCOc1ncccc1C(=O)OCC(=O)Nc1ccc(C(N)=O)cc1	5	-3	-9	4.2	-8	4	-3	-1
44	C=CCn1c(SC(C)C(=O)NCc2ccc3c(c2)OCO3)nc2scc(-c3ccccc3)c2c1=O (centres undefined)	0	1	3	nt	nt	nt	-8	nt
45	O=c1[nH]c(C2CCCN(S(=O)(=O)c3cccc(Cl)c3)C2)nc2c1nnn2Cc1ccc2c(c1)OCCO2 (centres undefined)	-1	-3	-24	-1.0	-21	-3	3	0
46	COc1ccc(CN(C)C[C@@H]2Oc3ccc(NC(=O)Nc4ccc(OC)cc4)cc3C(=O)N([C@@H](C)CO)C[C@@H]2C)cc1	-1	-1	-11	1.0	14	3	0	0
47	CC(=O)c1cc(C#N)c(N2CCN(c3ccccc3)CC2)nc1C	-3	-10	-6	-0.5	-7	3	-1	-2
48	Cc1noc(C)c1NC(=O)N(C)C[C@H]1OCCCC[C@@H](C)Oc2ccc(NC(=O)c3ccccc3)cc2C(=O)N([C@H](C)CO)C[C@H]1C	1	-2	0	-0.2	-8	1	-3	-1
49	COc1ccc(C(=O)Nc2cc(Cl)cc(Cl)c2)c(OC)n1	7	-2	-6	nt	nt	nt	28	nt
50	COc1cccc(C(=O)N2CCC(CCC(=O)Nc3cccc(C)c3)CC2)c1	6	-4	-2	nt	-12	5	10	1
51	COc1cc2c(cc1NC(=O)c1ccc(C)c([N+](=O)[O-])c1)oc1ccccc12	0	5	0	0.5	nt	nt	nt	nt
52	NC(=O)c1cc2ccccc2o/c1=N\NC(=O)c1ccncc1	1	3	7	0.1	-14	2	nt	0
53	Cc1occc1-c1nnc(SCC(=O)Nc2nccs2)n1Cc1ccco1	1	1	4	nt	nt	nt	-6	nt
54	CCc1nc2ccc(C(=O)NCCCN3CCCC3=O)cn2c1N(CC)CCN(C)C	2	3	nt	2.0	-16	6	0	-7
55	COc1ccc(CCNC(=O)Cn2nnc(-c3ccc(OC)c(OC)c3)n2)cc1OC	nt	nt	-3	nt	-9	5	nt	2
56	CC(C)[C@H](NC(=O)c1ccc(Cl)cc1Cl)C(=O)OCc1nc2ccsc2c(=O)[nH]1	3	0	nt	nt	-9	5	3	0
57	C[C@H](CO)N1C[C@H](C)[C@H](CN(C)S(=O)(=O)c2ccc(C#N)cc2)OCc2ccccc2-c2c(n(C)c3ccccc23)C1=O	1	4	12	-0.7	10	0	-3	-4
58	C[C@@H]1CCCCO[C@@H](CN(C)C(=O)Nc2cccc3ccccc23)[C@@H](C)CN([C@@H](C)CO)C(=O)c2cc(NC(=O)Nc3ccc(C(F)(F)F)cc3)ccc2O1	nt	nt	nt	0.8	-4	7	nt	0
59	COc1ccc(Cl)cc1NC(=O)CN(C)CC(=O)NC(C)c1ccccc1 (centres undefined)	nt	nt	-17	nt	-1	2	nt	-4
60	CCOc1ccc(N2CC(C(=O)Nc3c(C)n(C)n(-c4ccccc4)c3=O)CC2=O)cc1 (centres undefined)	nt	nt	-18	nt	-8	-2	nt	-1

Following part:
entry	smiles	PglD DTNB	RAD54 branch	ARNT TACC3 PPI	E-selectin induc	RAD52 anneal inh	ERp5 inh	esBAF inh	CASP6 VEID inh
61	CC(C)C#Cc1ccc2c(c1)O[C@@H](CN(C)Cc1cncnc1)[C@H](C)CN([C@H](C)CO)S2(=O)=O	1	-2	10	0.0	9	0	-1	-2
62	COCCCn1c(=O)cc(C)[nH]c1=S	nt	nt	1	8.7	-9	0	nt	1
63	CSc1nsc(SCC(=O)Nc2cc(C(=O)O)ccc2C)n1	2	2	-7	0.2	-8	-2	1	-1
64	N#CCc1c(C#N)c(N)nc(N2CCCC(O)C2)c1C#N (centres undefined)	12	-5	-26	nt	-22	-4	-7	0
65	O=C(NCc1ccncc1)c1ccc(Br)o1	0	-1	-2	nt	nt	nt	7	nt
66	Cc1ccc(-c2ccc([C@H]3[C@@H](CO)N4C(=O)CN(C(=O)CN5CCOCC5)C[C@@H]34)cc2)cc1	nt	nt	nt	-0.3	-1	-3	nt	3
67	CCOC(=O)C1CC(=O)c2cc(OC)c(OC)cc2C1 (centres undefined)	2	-9	-4	-0.1	-5	-3	0	-1
68	CCNC(=O)[C@@H]1[C@@H](CO)[C@@H]2Cn3c(ccc(-c4ccccc4OC)c3=O)[C@@H]2N1CC	0	8	-2	-0.7	-1	-2	-3	1
69	CN(C)S(=O)(=O)Nc1ccc(Oc2ccccc2)cc1	5	1	-19	nt	-5	0	4	1
70	CC1Cc2ccccc2N1S(=O)(=O)c1ccc2c(c1)n(C)c(=O)c(=O)n2C (centres undefined)	-3	14	-13	nt	nt	nt	1	nt

Random draw from the library (roughly 3.2% active in at least one column).
